Compound activity from PubChem BioAssay.
Rev-RRE block = inhibitors of HIV-1 Rev-RRE RNA interaction; P05866; Rev peptide-RRE RNA binding, FRET; inhibition, % at 8 µM; hit rate 0.79% among 97,000; AID 704;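 active = inhibition above the screen-wide mean plus 3 SD, cut at about 35% in these data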;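 note: 0% = median DMSO wells and 100% = median Neomycin B control wells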
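Assay system: Labelled RRE RNA duplex and labelled Rev peptide | Times: 5 min preincubation and 15 min binding, 25 °C | Detection: FRET, ex 480 nm, em 540 and 671 nm | Evaluation: % inhibition of FRET ratio versus controls | Benchmarks: DMSO wells as 0% and neomycin B wells as 100% inhibition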
PLK1 kinase inh = inhibitors of human PLK1 kinase; hit rate 0.53% among 97,000; AID 619; P53350; inhibition, % at 10 µM; recombinant PLK1 kinase, TR-FRET peptide phosphorylation;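 active = inhibition of 50% or more in the single-concentration screen; inactive = inhibition below 50%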;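 note: 0% = DMSO max control and 100% = H-89 dihydrochloride min control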
Mac1 fbg enh = enhancers of human CD11b/CD18 binding to fibrinogen; P05107+P11215; K562 CD11b/CD18 adhesion to fibrinogen, ATPlite luminescence; activation, % at 10 µM; hit rate 0.07% among 93,000;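 active = 10 µM primary screen giving 50% or more activity, confirmed by 40% or more on retest at that dose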; note: strong numbers were not always called active
Plk1 PBD FP = Plk1 (human) PBD binding inhibition; P53350; Plk1 PBD phosphopeptide binding, fluorescence polarization; inhibition, %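 (tested at about 20 µM)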; hit rate 0.13% among 97,000; in the data active = inhibition above about 34%, passing the limit was not always enough
ERa SRC1 pot = ER-alpha (human) coactivator binding potentiation. TR-FRET ERalpha-LBD/SRC-Cy5 coactivator binding, 2 h; 100 = basal binding, no effect. coactivator binding (% of control), % at 25.6 µM. hit rate 1.3% among 86,000. P03372; in the data active = activity above about 200%;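 note: binding measured in presence of low estradiol as agonist stimulus; 0% = peptide alone without receptor and 100% = receptor with peptide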
FAK inh = FAK (human) kinase inhibition; inhibition, %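 (tested at 7 µM)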; biochemical FAK kinase activity assay; AID 727; hit rate 0.84% among 97,000; in the data active = inhibition above about 19%;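 note: 0% = DMSO and 100% = reference compound high control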
Target sequence (Q05397 whole entry, looked up): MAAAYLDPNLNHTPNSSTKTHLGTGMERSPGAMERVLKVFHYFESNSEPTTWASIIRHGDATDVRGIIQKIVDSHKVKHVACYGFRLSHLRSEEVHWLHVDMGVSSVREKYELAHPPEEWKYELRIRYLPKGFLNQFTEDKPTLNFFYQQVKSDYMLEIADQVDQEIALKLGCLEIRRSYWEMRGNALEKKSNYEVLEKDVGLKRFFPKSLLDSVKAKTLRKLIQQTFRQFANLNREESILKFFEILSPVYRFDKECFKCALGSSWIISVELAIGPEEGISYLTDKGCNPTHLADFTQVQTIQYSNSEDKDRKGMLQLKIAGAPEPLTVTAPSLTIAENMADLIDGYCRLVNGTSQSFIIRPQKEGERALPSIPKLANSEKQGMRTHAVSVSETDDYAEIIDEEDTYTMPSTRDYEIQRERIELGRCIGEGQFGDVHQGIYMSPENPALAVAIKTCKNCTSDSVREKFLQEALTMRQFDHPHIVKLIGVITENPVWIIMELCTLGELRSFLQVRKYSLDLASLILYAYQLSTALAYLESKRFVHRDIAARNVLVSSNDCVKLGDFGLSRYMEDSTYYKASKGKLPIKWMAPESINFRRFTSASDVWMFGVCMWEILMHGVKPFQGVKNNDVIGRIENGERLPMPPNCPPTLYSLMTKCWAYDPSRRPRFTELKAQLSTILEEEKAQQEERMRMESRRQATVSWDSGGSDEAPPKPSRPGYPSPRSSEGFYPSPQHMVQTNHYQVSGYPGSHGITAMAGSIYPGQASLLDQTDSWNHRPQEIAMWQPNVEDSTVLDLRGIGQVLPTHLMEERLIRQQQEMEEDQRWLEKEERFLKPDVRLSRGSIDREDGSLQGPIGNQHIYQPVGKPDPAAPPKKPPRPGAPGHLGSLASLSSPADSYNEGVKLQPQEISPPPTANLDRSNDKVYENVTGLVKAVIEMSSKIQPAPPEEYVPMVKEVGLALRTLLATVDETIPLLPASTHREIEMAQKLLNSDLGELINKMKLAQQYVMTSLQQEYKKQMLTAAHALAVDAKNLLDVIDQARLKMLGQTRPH
ERa coact inh = ER-alpha (human) coactivator binding inhibition; TR-FRET ER-alpha LBD / SRC-1 peptide, estradiol-bound; inhibition, % at 25.6 µM; hit rate 1.7% among 86,000; in the data active = inhibition above about 50%;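 note: 0% = receptor plus peptide control and 100% = peptide only without receptor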
ERb coact inh = blocks coactivator binding to human estrogen receptor beta | Q92731 | TR-FRET ER-beta LBD / SRC1-Cy5 peptide binding; receptor agonist-loaded with 1 µM estradiol | inhibition, % at 25.6 µM | hit rate 1.3% among 86,000;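 active = compounds whose percent inhibition of the receptor-coactivator binding signal exceeds about 50% in the single-dose screen, limit read from the data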;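 note: 0% = receptor plus peptide wells without compound and 100% = peptide-only wells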
CD11b adhes inh = blocks human CD11b/CD18 adhesion to fibrinogen; P05107+P11215; K562 CD11b/CD18 adhesion to fibrinogen, ATPlite luminescence; Mn2+ added to activate the integrin; inhibition, % at 10 µM; hit rate 0.54% among 93,000;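 active = primary inhibition of 50% or more at 10 µM, then 40% or more on retest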; note: some results filed as inactive read as strong as hits
* = called active by the depositor; nt = no result given; [ ] = remark or other dose.

SMILES | Rev-RRE block | PLK1 kinase inh | Mac1 fbg enh | Plk1 PBD FP | ERa SRC1 pot | FAK inh | ERa coact inh | ERb coact inh | CD11b adhes inh
O=C(NCc1ccco1)c1cc2nc(C3CC3)cc(C(F)(F)F)n2n1 | 0 | -16 | 0 | -14 | 84[fluorescence artefact?] | -1 | 11 | 14 | -15
N#Cc1ccc(COC(=O)Cn2nnc(-c3ccccc3)n2)cc1 | 5 | -13 | nt | -6 | 89[fluorescence artefact?] | 0 | -5 | 7 | nt
COc1ccc(N2CCN(C(=O)COc3ccc4ccccc4c3)CC2)cc1 | -2 | -8 | 0 | 9 | 102[fluorescence artefact?] | 2 | -8 | -1 | -24
Cc1cccc(CSC2=NCCN2C(=O)c2ccco2)c1 | 7 | -9 | -2 | 4 | 123 | 1 | -1 | -4 | -12
Clc1ccc(OCCCn2cncn2)cc1Cl | 5 | -8 | 0 | -12 | 102 | -3 | -10 | 2 | -12
Fc1cccc(CSc2ncnc3c2oc2ccccc23)c1 | 8 | -13 | -8 | 0 | 402*[fluorescence artefact?] | 4 | 47[fluorescence artefact?] | 57*[fluorescence artefact?] | 1
O=C(c1cc2ccccn2n1)N1CCN(c2ccccn2)CC1 | -3 | -3 | -3 | 26 | 153 | -1 | -7 | -4 | 2
CC(=O)c1cccc(NC(=O)C2C3C=CC(C4CC34)C2C(=O)O)c1 (stereo not drawn) | 3 | -3 | 4 | 17 | 102[fluorescence artefact?] | 1 | -10 | 26 | -61
CN(C)C(=O)CN(c1ccc2c(c1)OCO2)S(C)(=O)=O | 5 | -4 | 9 | -1 | 70 | -8 | 0 | 25 | 11
c1ccc(C(c2ccccc2)N2CCN(c3nc4ccccc4n4cnnc34)CC2)cc1 | 1 | 1 | -2 | -11 | 96 | 2 | 44 | 6 | 23
Cc1ccc(NC(=O)CNc2ccc(OC(C)C)cc2)cc1 | -2 | -18 | -1 | -15 | 72[fluorescence artefact?] | 1 | 9 | 17 | 0
CCOC(=O)N1CCc2c(sc3c2C(=O)NC(c2ccccc2)N3)C1 (stereo not drawn) | 6 | 4 | -6 | -21 | 91 | 2 | -53[fluorescence artefact?] | -25[fluorescence artefact?] | 18
O=C1N/C(=N/c2ccccn2)SC1Cc1ccccc1 (stereo not drawn) | nt | nt | -3 | nt | 143 | nt | -3 | -1[fluorescence artefact?] | -2
COc1cc(C)c(CNc2cc(C)cc(C)c2)cc1C | 1 | -5 | 1 | 7 | 108 | 0 | -1 | 4 | -44
c1cc(-c2nnc3n2CCCCC3)ccn1 | 2 | -11 | -2 | -5 | 116 | -6 | 17 | 3[fluorescence artefact?] | 1
COc1ccc(CNC(=O)Cn2cc3c(n2)CCCCC3)cc1 | nt | nt | -6 | nt | 118 | nt | -4 | -3 | 2
CCCN1/C(=C(/C#N)C2=NS(=O)(=O)c3ccccc32)N(C)c2ccccc21 | 11 | -1 | -1 | -13 | 107 | 2 | 1 | 3 | 2
Cn1c(=O)oc2cc(S(=O)(=O)N3CCOCC3)ccc21 | 9 | -4 | 3 | -24 | 115[fluorescence artefact?] | 0 | -3 | -1 | -8
CC(=O)Nc1c(C(=O)C2CC2)oc2ccccc12 | 9 | -10 | 4 | 3 | 111[fluorescence artefact?] | 1 | -5 | 6 | -18
CC(C)CCn1c(NCCN(C)C)nc2c1c(=O)[nH]c(=O)n2C | 6 | 1 | 3 | -7 | 108 | 0 | -5 | -9 | -12
O=C(NC1CC1)c1nc2c(nnn2Cc2ccccc2Cl)c(=O)[nH]1 | 5 | -10 | nt | -13 | 101 | 1 | -2 | -12 | nt
NC1=NC2(CCCCC2)N=C(Nc2ccc(F)cc2F)N1 | 1 | -7 | nt | -33 | nt | 2 | nt | nt | nt
CC(C)CCNC(=O)CN(Cc1ccc2c(c1)OCO2)C(=O)Cn1nnc(-c2cccs2)n1 | 4 | -5 | -1 | -11 | 105 | -1 | -12 | -16 | 2
Cc1cc(C)nc(N/N=C/C(Cl)=C/c2ccccc2)n1 | 2 | -11 | 0 | 2 | nt | 0 | nt | nt | -1
CC(C)c1cc(N2CCN(C(=O)c3ccco3)CC2)n2c(nc3ccccc32)c1C#N | 12 | 4 | 0 | 25 | 112 | 3 | -4 | -4 | 3
O=C1OCCC1Sc1nnc(-c2ccc(Br)cc2)o1 (stereo not drawn) | 5 | -11 | 3 | 1 | 98 | -2 | 0 | 10 | -2
O=C(CSc1nnnn1-c1ccccc1)CC(=O)Nc1ccc(Cl)cc1 | 6 | -2 | 3 | -4 | 120 | 1 | -3 | 5 | 36
CCCc1ncc(C(O)c2cccc(OC)c2OC)n1C (stereo not drawn) | 13 | 6 | -4 | -21 | 107[fluorescence artefact?] | 1 | -3 | -4 | -3
O=C1CC(N2CCC(c3nc4ccccc4o3)CC2)C(=O)N1Cc1cccs1 (stereo not drawn) | 6 | -5 | -3 | -5 | 111 | 8 | -3 | 1[fluorescence artefact?] | 6
CCn1c(=O)c2c(nc3n2CCCN3CCc2ccccc2)n(C)c1=O | 3 | -5 | -2 | 8 | 118 | 2 | 2 | -5 | -11

Four entries from above, as tab-separated lines:
Structure	Rev-RRE block	PLK1 kinase inh	Mac1 fbg enh	Plk1 PBD FP	ERa SRC1 pot	FAK inh	ERa coact inh	ERb coact inh	CD11b adhes inh
O=C(NC1CC1)c1nc2c(nnn2Cc2ccccc2Cl)c(=O)[nH]1	5	-10	nt	-13	101	1	-2	-12	nt
NC1=NC2(CCCCC2)N=C(Nc2ccc(F)cc2F)N1	1	-7	nt	-33	nt	2	nt	nt	nt
CC(C)CCNC(=O)CN(Cc1ccc2c(c1)OCO2)C(=O)Cn1nnc(-c2cccs2)n1	4	-5	-1	-11	105	-1	-12	-16	2
Cc1cc(C)nc(N/N=C/C(Cl)=C/c2ccccc2)n1	2	-11	0	2	nt	0	nt	nt	-1

(more compounds)
SMILES | Rev-RRE block | PLK1 kinase inh | Mac1 fbg enh | Plk1 PBD FP | ERa SRC1 pot | FAK inh | ERa coact inh | ERb coact inh | CD11b adhes inh
CCCC(C(=O)NC1CCCC1)N(CC1CCCO1)C(=O)c1snc(C(N)=O)c1N (stereo not drawn) | 2 | -11 | 1 | 4 | 149 | -1 | -9 | -17 | 9
Cc1ccc(S(=O)(=O)N2CCOCC2)cc1NC(=O)Cn1ccsc1=N | 1 | -14 | -3 | -2 | nt | 2 | nt | nt | -2
COc1ccc(C2=CC(c3sccc3C)n3nnnc3N2)cc1 (stereo not drawn) | 11 | -4 | nt | -5 | 113 | 3 | 3 | -3 | nt
COc1cc(CC(=O)OCC(=O)Nc2ccc(S(=O)(=O)N3CCCC3)cc2)cc(OC)c1OC | 10 | -15 | -1 | 12 | 94 | 5 | 9 | 0 | 0
CCN1CCN(C2=C(Cl)C(=O)N(Cc3ccccc3)C2=O)CC1 | 4 | -9 | nt | 11 | 92 | -3 | -3[fluorescence artefact?] | -8 | nt
CC(C)CNC(=S)NC1CCCC1 | 4 | -6 | 3 | 2 | nt | 1 | nt | nt | -4
Cc1ccc(NC(=O)C2CC(=O)n3ncnc3N2)cc1 (stereo not drawn) | 7 | -6 | 2 | 5 | 107 | -1 | -3 | -21 | -8
CCOC(=O)c1ccc(Oc2cc(C)nc(SC)n2)cc1 | 14 | -7 | nt | 12 | 91 | 1 | -2 | -4[fluorescence artefact?] | nt
CCCc1cc(=O)[nH]c(SCc2cccc(C)c2)n1 | 5 | -8 | -1 | -40 | 95 | -1 | 9 | -4 | 0
O=C(CCCN1C(=O)c2ccccc2C1=O)NC1CCCCCC1 | 6 | -7 | -3 | -22 | 91 | -5 | -15 | 6 | 3
CCCOc1ccccc1N/C(=N\S(=O)(=O)c1ccc(C)cc1)Nc1nc(C)cc(C)n1 | 13 | -11 | nt | 15 | nt | -1 | nt | nt | nt
CCOC(=O)C(NC(C)=O)(Nc1ccc(S(=O)(=O)Nc2nccs2)cc1)C(F)(F)F (stereo not drawn) | 0 | -8 | 10 | 8 | 104 | -2 | 0 | 4 | -27
O=C(CN1CCC(n2nnc3cc(F)ccc32)CC1)NNC(=O)c1ccccc1 | -4 | -14 | nt | 9 | nt | -4 | nt | nt | nt
Cc1cccc(NC(=O)CN2C(=O)COc3ccc(Cl)cc32)c1C | 1 | -16 | 3 | 17 | 120 | -11 | -13 | -4[fluorescence artefact?] | -4
O=C1CN(C(=O)CSc2nnc(-c3ccccc3)n2Cc2ccc3c(c2)OCO3)c2ccccc2N1 | -1 | -16 | -3 | 7 | 113 | 3 | 13[fluorescence artefact?] | 8 | -10
c1ccc(-n2ncc3c(NCCCN4CCOCC4)ncnc32)cc1 | 1 | -10 | nt | 8 | 88 | 0 | 19 | 14 | nt
CCC(C)NC(=O)CSc1nc2c(sc3ccccc32)c(=O)n1CCCN1CCOCC1 (stereo not drawn) | 7 | -1 | -6 | -13 | 94 | 1 | 5 | -15 | -25
CCOC(=O)C1CCCN(c2nc3ccccc3nc2C(C#N)C(=O)OC(C)C)C1 (stereo not drawn) | nt | nt | 7 | nt | 114 | nt | 6 | 13 | -5
CS(=O)(=O)N1CCN(C2Cc3ccccc3C2)CC1 | 7 | -6 | 0 | -15 | 119 | 1 | -2[fluorescence artefact?] | -5[fluorescence artefact?] | -42
S=c1sc2c(N3CCOCC3)ncnc2n1-c1ccccc1 | 2 | 62* | -1 | 21 | 96 | -3 | -5 | 0 | 29
CCOc1ccc(OCC)c(N=c2oc3c(C)ncc(CO)c3cc2C(N)=O)c1 | 8 | -4 | 2 | -20 | 124 | 5 | -7 | -9[fluorescence artefact?] | -14
Nn1c(Cc2ccccc2F)nnc1SCn1nnc2ccccc2c1=O | 6 | -3 | -2 | -34 | 110 | 7 | -5 | -6 | 2
CC(=O)Nc1cc(C(=O)N2CCOCC2)ccc1S(=O)(=O)c1ccc(C)cc1 | 9 | -9 | nt | 8 | 126 | -2 | -10 | -4 | nt
O=C(Nc1ccon1)c1cc2c(s1)CCCC2 | 2 | -10 | -2 | -15 | 105 | 0 | 25 | 26[fluorescence artefact?] | -17
CN=C(Nc1ccccc1OC)SC1CC(=O)N(c2ccc(C(=O)OC)cc2)C1=O (stereo not drawn) | 10 | -11 | -1 | 15 | nt | 2 | nt | nt | -16
COc1ccc2c(C)cc(SCc3c(C)noc3C)nc2c1 | 14 | -4 | 0 | 4 | nt | 0 | nt | nt | 6
O=C(C1CCN(c2nnc(-n3cccc3)s2)CC1)N1CCN(Cc2ccc3c(c2)OCO3)CC1 | nt | nt | 11 | nt | 99[fluorescence artefact?] | nt | 24 | 1 | 20
CCOC(=O)C(CCCOc1ccc(C)cc1)C(=O)OCC | -1 | 16 | 0 | 3 | 111 | 1 | -4 | -1 | -4
O=C1CCCc2nn(-c3ccccc3)nc21 | 8 | -13 | nt | 22 | 114 | 1 | -6 | -8 | nt
CCN(c1cccc(C)c1)S(=O)(=O)c1ccc2c3c(cccc13)C(=O)N2 | 12 | -9 | nt | 9 | 86 | 6 | 31 | 32 | nt
CSc1nc(C)cc(OCCO)n1 | 8 | 15 | 7 | 32 | 107 | -2 | 0 | 30 | 8
O=C(CSc1nc2ccccc2o1)Nc1ccccc1N1CCCCCC1 | 1 | 4 | nt | -2 | 119 | -7 | 4 | -4 | nt
COCCNC(=O)CCCn1c(=O)c2ccccc2n(CC(=O)NCCC2=CCCCC2)c1=O | 7 | -14 | -1 | -2 | 83 | 4 | -5 | 6[fluorescence artefact?] | -10
CCc1c(C)sc(NC(=O)C2CCCCC2C(=O)O)c1C(N)=O (stereo not drawn) | 9 | -8 | -3 | -9 | 91 | -1 | -18 | -24 | -29
